Assay outcomes: PubChem, several laboratories
hgDAF-12 ag = hgDAF-12 agonism, primary luciferase screen. HEK293 GAL4-hgDAF12 UAS-luciferase reporter, agonist luminescence; normalized to butyrate control. activation, % at 6.8 µM. actives 1.8% (n = 370,000);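 active means activation above a cutoff set at the mean of all screened compounds plus 3 SD, cut at about 10% in these data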;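 further: 0% = DMSO wells and 100% = sodium butyrate wells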
DAX1 inh-1 = NR0B1 (DAX1) inhibition | inhibition, % at 6.75 µM | HEK293 Gal4-DAX1 luciferase reporter, luminescence | actives 0.99% (n = 340,000) | P51843 | AID 504766;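 active means inhibition above the mean over all tested compounds plus 3 SD, cut at about 4.2% in these data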;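 further: 0% = DAX1-transfected cells with DMSO and 100% = empty-vector control cells with DMSO; inhibition shows as a rise in luminescence from relieved DAX1 repression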
Target sequence (P51843 207-470 limits assumed): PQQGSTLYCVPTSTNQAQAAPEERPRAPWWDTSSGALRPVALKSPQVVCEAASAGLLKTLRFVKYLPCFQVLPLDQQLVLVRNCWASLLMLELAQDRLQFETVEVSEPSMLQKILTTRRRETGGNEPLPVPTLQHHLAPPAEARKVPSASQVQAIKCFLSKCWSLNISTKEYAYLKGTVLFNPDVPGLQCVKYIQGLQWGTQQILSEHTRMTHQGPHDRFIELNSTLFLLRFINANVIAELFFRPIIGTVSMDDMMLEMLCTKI
SMARCA2 act = SMARCA2 function activation, primary screen; activation, % at 9.1 µM; actives 1% (n = 370,000); MG213 cells, MMTV-luciferase reporter, dexamethasone, overnight; in the data active means activation above about 7.8%;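 further: 0% = vehicle wells and 100% = reference activator wells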
PLCb3 inh = blocks human PLC-beta3 enzyme activity | Q01970 | Purified PLC-beta3, fluorogenic substrate, fluorescence | inhibition, % at 12.2 µM | actives 0.18% (n = 370,000) | AID 720704; in the data active means inhibition above about 11%;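 further: 0% = median of compound wells on plate and 100% = full blocker control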
DAX1 inh-2 = inhibitors of DAX1 repression of SF-1 activated StAR promoter | AID 652010 | HEK293T StAR-luciferase reporter, SF-1/DAX-1 repression relief | actives 1.1% (n = 370,000) | inhibition, % at 6.8 µM;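 active means inhibition above the mean over all tested compounds plus 3 SD, cut at about 3.6% in these data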;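 further: 0% = DAX-1 cells with DMSO and 100% = cells lacking DAX-1 with DMSO; higher inhibition means more luminescence from relief of DAX-1 repression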
sPLA2-III inh = Inhibits HGIII-sPLA2 liposome hydrolysis, primary screen. actives 0.56% (n = 370,000). QFRET BODIPY PC-A2 liposome hydrolysis, fluorescence. inhibition, % at 12.2 µM. Q9NZ20. AID 743126;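 active means inhibition above mean plus 3 SD of compounds lying within the high and low control bounds, cut at about 19% in these data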;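 further: 0% = median of test compound wells and 100% = no enzyme DMSO wells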
Rev-erbA mod = modulators of human Rev-erb alpha DNA binding. P20393. Rev-erbα–FITC-DNA binding, fluorescence polarization, 90 min. activity, % at 10 µM. actives 0.79% (n = 370,000). AID 1259318;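 active means activity above about 14%, limit read from the data; passing the limit was not always enough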;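 further: 0% = DMSO wells with 35 nM protein and 100% = DMSO wells with 750 nM protein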
Target sequence (P20393 whole entry, looked up): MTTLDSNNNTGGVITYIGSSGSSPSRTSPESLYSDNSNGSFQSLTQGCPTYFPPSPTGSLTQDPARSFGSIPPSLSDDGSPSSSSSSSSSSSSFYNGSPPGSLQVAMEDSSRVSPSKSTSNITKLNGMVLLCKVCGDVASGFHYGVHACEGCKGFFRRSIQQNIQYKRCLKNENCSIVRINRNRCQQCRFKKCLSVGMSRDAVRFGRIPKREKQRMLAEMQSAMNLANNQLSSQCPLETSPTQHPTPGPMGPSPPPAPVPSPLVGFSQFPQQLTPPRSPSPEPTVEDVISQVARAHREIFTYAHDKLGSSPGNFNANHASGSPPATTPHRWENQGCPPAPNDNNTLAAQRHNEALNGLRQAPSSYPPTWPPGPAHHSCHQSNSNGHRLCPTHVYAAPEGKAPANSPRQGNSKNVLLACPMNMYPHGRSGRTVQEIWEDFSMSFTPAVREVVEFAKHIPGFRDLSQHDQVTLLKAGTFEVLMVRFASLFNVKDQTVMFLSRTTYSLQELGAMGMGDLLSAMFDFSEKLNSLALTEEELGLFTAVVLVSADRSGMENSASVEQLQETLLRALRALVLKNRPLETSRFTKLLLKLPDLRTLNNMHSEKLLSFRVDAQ
PG9 Ab binder = small molecules binding HIV-1 gp120 antibody PG9. TR-FRET gp120-PG9 antibody binding. inhibition, % at 6.7 µM. actives 0.43% (n = 360,000). AID 624416; in the data active means inhibition above about 8.5%
FXN GAA850 act = activators of GAA850 frataxin (FXN) promoter | HEK293 lucGAA850 FXN promoter luciferase reporter, 24 h; percent of 10 µM SAHA response | activation, % at 6 µM | actives 0.56% (n = 360,000) | AID 540364;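 active means activation above the average of all compounds screened plus 3 SD, cutoff fixed separately per campaign, cut at about 7.5% in these data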;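 further: 0% = DMSO wells and 100% = 10 µM SAHA wells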
ssDAF12 agonist = activates DAF-12 receptor from parasite S. stercoralis; AID 652126; HEK293 ssDAF-12/GRIP1 lit1-tk-luc reporter, luminescence; % of 3 µM dafachronic acid response; activation, % at 6.8 µM; actives 1% (n = 370,000);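 active means activation above the mean over all tested compounds plus 3 SD, cut at about 0.9% in these data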;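 further: 0% = DMSO-only wells and 100% = 3 µM delta7-dafachronic acid wells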
hcDAF12 agonist = H. contortus DAF-12 activation, primary screen; HEK293 hcDAF-12 lit1-tk-luc reporter, luminescence; 0% DMSO, 100% Δ7-dafachronic acid; AID 652067; actives 1.4% (n = 370,000); activation, % at 6.8 µM;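 active means activation above the mean of all tested compounds plus 3 SD, cut at about 5.5% in these data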;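 further: 100% = response to 3 µM Δ7-dafachronic acid high control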
An asterisk follows results filed as active. No enrichment for hits. Share with any hit: about 7%.

How did CC(=O)NCc1ccc(C(=O)O)cc1 do in these assays?
hgDAF-12 ag: 5.6; DAX1 inh-1: 3.9; SMARCA2 act: -2; PLCb3 inh: -6; DAX1 inh-2: 0.7; sPLA2-III inh: 2; Rev-erbA mod: 2; PG9 Ab binder: 0.8; FXN GAA850 act: -0.5; ssDAF12 agonist: -1.9; hcDAF12 agonist: -1.0

What do the screens show for `Cc1cc(C)c(S(=O)(=O)c2ccccc2)c(OC(=O)c2c(F)cccc2Cl)n1`?
hgDAF-12 ag: 0.2; DAX1 inh-1: -0.1; SMARCA2 act: 0; PLCb3 inh: -2; DAX1 inh-2: -1.0; sPLA2-III inh: -1; Rev-erbA mod: 0; PG9 Ab binder: -1.5; FXN GAA850 act: 1.4; ssDAF12 agonist: -1.4; hcDAF12 agonist: -0.7

Results for CCOCC(=O)Nc1cc(C)on1 ?
hgDAF-12 ag: 0.5; DAX1 inh-1: 1.3; SMARCA2 act: -3; PLCb3 inh: 3; DAX1 inh-2: 1.0; sPLA2-III inh: -1; Rev-erbA mod: -9; PG9 Ab binder: 1.3; FXN GAA850 act: -0.7; ssDAF12 agonist: -1.2; hcDAF12 agonist: 0.9

How did Cc1ccc(C)c(N2CCN(C(=O)CCC(=O)Nc3nnc(C(F)(F)F)s3)CC2)c1 do in these assays?
hgDAF-12 ag: -1.4; DAX1 inh-1: 0.0; SMARCA2 act: -1; PLCb3 inh: -14; DAX1 inh-2: 0.3; sPLA2-III inh: 5; Rev-erbA mod: 0; PG9 Ab binder: -0.4; FXN GAA850 act: -0.7; ssDAF12 agonist: -1.2; hcDAF12 agonist: 0.3

How did Cc1ccc(C(=O)N[C@H](C(=O)OCc2cc(=O)oc3cc(C)ccc23)C(C)C)cc1 do in these assays?
hgDAF-12 ag: 1.7; DAX1 inh-1: 2.0; SMARCA2 act: 0; PLCb3 inh: 1; DAX1 inh-2: 0.0; sPLA2-III inh: -8; Rev-erbA mod: 6; PG9 Ab binder: -1.3; FXN GAA850 act: 1.7; ssDAF12 agonist: -1.1; hcDAF12 agonist: -0.8

How did CCOC(=O)CSc1nc2c(c(-c3ccc(C)o3)c1C#N)CCCC2 do in these assays?
hgDAF-12 ag: 0.4; DAX1 inh-1: -0.8; SMARCA2 act: 0; PLCb3 inh: -33; DAX1 inh-2: -0.1; sPLA2-III inh: -13; Rev-erbA mod: 2; PG9 Ab binder: 0.5; FXN GAA850 act: 5.3; ssDAF12 agonist: -1.2; hcDAF12 agonist: -2.3

What do the screens show for `CSCC(=O)NC1CCCN(C2Cc3ccccc3C2)C1` (stereo not drawn)?
hgDAF-12 ag: 0.6; DAX1 inh-1: 2.5; SMARCA2 act: -1; PLCb3 inh: -5; DAX1 inh-2: 0.2; sPLA2-III inh: 6; Rev-erbA mod: -7; PG9 Ab binder: 0.4; FXN GAA850 act: 0.4; ssDAF12 agonist: -1.1; hcDAF12 agonist: 0.8

How did COc1ccccc1-c1nnc(SCC(=O)O)n1-c1ccccc1 do in these assays?
hgDAF-12 ag: 1.5; DAX1 inh-1: 0.8; SMARCA2 act: 1; PLCb3 inh: 4; DAX1 inh-2: 0.8; sPLA2-III inh: 3; Rev-erbA mod: -1; PG9 Ab binder: 0.1; FXN GAA850 act: 1.7; ssDAF12 agonist: 0.1; hcDAF12 agonist: 2.7

What do the screens show for `COc1ccc(NC(=O)CCc2nnc3ccc(N4CCC5(CC4)OCCO5)nn23)cc1`?
hgDAF-12 ag: -2.4; DAX1 inh-1: -0.3; SMARCA2 act: -2; PLCb3 inh: -8; DAX1 inh-2: -0.1; sPLA2-III inh: 7; Rev-erbA mod: 4; PG9 Ab binder: -1.5; FXN GAA850 act: 1.7; ssDAF12 agonist: -1.8; hcDAF12 agonist: 1.4

What do the screens show for `Cc1cc(C(=O)NNC(=S)NCC(C)C)no1`?
hgDAF-12 ag: 1.9; DAX1 inh-1: 0.0; SMARCA2 act: 4; PLCb3 inh: 6; DAX1 inh-2: -0.1; sPLA2-III inh: 17; Rev-erbA mod: -4; PG9 Ab binder: -1.7; FXN GAA850 act: 0.5; ssDAF12 agonist: -0.4; hcDAF12 agonist: -2.0

How did Cc1cc(C(=O)Nc2cccc(-c3ccc(N4CCOCC4)nn3)c2)ccc1[N+](=O)[O-] do in these assays?
hgDAF-12 ag: -0.2; DAX1 inh-1: 2.2; SMARCA2 act: 4; PLCb3 inh: -2; DAX1 inh-2: -1.8; sPLA2-III inh: -13; Rev-erbA mod: 0; PG9 Ab binder: -1.3; FXN GAA850 act: 3.8; ssDAF12 agonist: -1.3; hcDAF12 agonist: 2.9

What do the screens show for `CN(C)c1ccnc(Nc2ccc(O)cc2)c1C#N`?
hgDAF-12 ag: 1.9; DAX1 inh-1: 0.8; SMARCA2 act: -2; PLCb3 inh: -1; DAX1 inh-2: -0.2; sPLA2-III inh: 2; Rev-erbA mod: -6; PG9 Ab binder: -0.8; FXN GAA850 act: -1.0; ssDAF12 agonist: -0.1; hcDAF12 agonist: -0.8

How did CCN(CC)C(=O)C1CCCN(C(=O)c2ccc3nc(-c4cccc(OC)c4)oc3c2)C1 (stereo not drawn) do in these assays?
hgDAF-12 ag: 2.5; DAX1 inh-1: -1.4; SMARCA2 act: 5; PLCb3 inh: -1; DAX1 inh-2: 0.7; sPLA2-III inh: -9; Rev-erbA mod: -2; PG9 Ab binder: -2.4; FXN GAA850 act: 1.3; ssDAF12 agonist: -0.8; hcDAF12 agonist: 0.8

How did Cc1ccc(S(=O)(=O)NCN2C(=O)c3ccccc3C2=O)cc1 do in these assays?
hgDAF-12 ag: -0.6; DAX1 inh-1: 0.3; SMARCA2 act: 3; PLCb3 inh: 2; DAX1 inh-2: 1.3; sPLA2-III inh: 3; Rev-erbA mod: 4; PG9 Ab binder: -1.7; FXN GAA850 act: -2.2; ssDAF12 agonist: -0.8; hcDAF12 agonist: 0.2

What do the screens show for `CC(=O)Nc1c(Cl)cc([N+](=O)[O-])c2ccccc12`?
hgDAF-12 ag: 0.5; DAX1 inh-1: 0.7; SMARCA2 act: 1; PLCb3 inh: 2; DAX1 inh-2: -0.1; sPLA2-III inh: 1; Rev-erbA mod: 0; PG9 Ab binder: -3.2; FXN GAA850 act: -0.4; ssDAF12 agonist: -1.3; hcDAF12 agonist: -0.6

How did O=C(CCCOc1ccccc1)NC1CCCc2ccccc21 (stereo not drawn) do in these assays?
hgDAF-12 ag: 1.4; DAX1 inh-1: 0.6; SMARCA2 act: -3; PLCb3 inh: -1; DAX1 inh-2: -0.4; sPLA2-III inh: 7; Rev-erbA mod: 6; PG9 Ab binder: 0.6; FXN GAA850 act: 0.6; ssDAF12 agonist: -0.8; hcDAF12 agonist: -3.2

Results for CCCC(=O)N1CCC1(C)C(=O)Nc1ccc2c(c1)CCN2C(C)=O (stereo not drawn) ?
hgDAF-12 ag: -1.3; SMARCA2 act: -5; PLCb3 inh: -4; DAX1 inh-2: -1.2; sPLA2-III inh: 17; Rev-erbA mod: 4; PG9 Ab binder: -1.9; FXN GAA850 act: 0.7; ssDAF12 agonist: -1.1; hcDAF12 agonist: 0.1

Results for CCn1c(N)c(C(=O)NCc2ccco2)sc1=S ?
hgDAF-12 ag: 0.1; DAX1 inh-1: 0.0; SMARCA2 act: -1; PLCb3 inh: 4; DAX1 inh-2: -0.1; sPLA2-III inh: 8; Rev-erbA mod: -6; PG9 Ab binder: -1.4; FXN GAA850 act: 0.3; ssDAF12 agonist: -1.6; hcDAF12 agonist: -2.7

What do the screens show for `Cc1ccccc1NC(=O)Cc1nc(COC(=O)c2ccc(Cl)c(S(N)(=O)=O)c2)cs1`?
hgDAF-12 ag: 0.9; DAX1 inh-1: -1.0; SMARCA2 act: -3; PLCb3 inh: -4; DAX1 inh-2: 0.1; sPLA2-III inh: -68; Rev-erbA mod: -5; PG9 Ab binder: -1.6; FXN GAA850 act: -1.6; ssDAF12 agonist: -1.5; hcDAF12 agonist: 0.1

How did CC1CN(c2nc(N(C)c3ccccc3)nc(N)c2[N+](=O)[O-])CC(C)O1 (stereo not drawn) do in these assays?
hgDAF-12 ag: -0.2; DAX1 inh-1: 0.3; SMARCA2 act: 0; PLCb3 inh: 1; DAX1 inh-2: -0.7; sPLA2-III inh: 0; Rev-erbA mod: 2; PG9 Ab binder: -0.2; FXN GAA850 act: 5.7; ssDAF12 agonist: -1.4; hcDAF12 agonist: -2.5

Results for CC(C)CSc1nnc(-c2cccnc2)n1Cc1ccccc1 ?
hgDAF-12 ag: 1.0; SMARCA2 act: -5; PLCb3 inh: -1; DAX1 inh-2: -1.2; sPLA2-III inh: -4; Rev-erbA mod: 2; ssDAF12 agonist: -1.4; hcDAF12 agonist: -1.1

How did CCC(=O)c1ccc(OCCN2CCOCC2)cc1 do in these assays?
hgDAF-12 ag: 0.9; DAX1 inh-1: -0.3; SMARCA2 act: 0; PLCb3 inh: -1; DAX1 inh-2: 1.0; sPLA2-III inh: 1; Rev-erbA mod: -2; PG9 Ab binder: -1.6; FXN GAA850 act: 6.8; ssDAF12 agonist: -0.7; hcDAF12 agonist: 0.8

What do the screens show for `COc1ccccc1C(=O)NCCCCNC(=O)c1ccccc1OC`?
hgDAF-12 ag: -1.1; DAX1 inh-1: 0.4; SMARCA2 act: -4; PLCb3 inh: -7; DAX1 inh-2: -0.3; sPLA2-III inh: 7; Rev-erbA mod: -4; PG9 Ab binder: 1.5; FXN GAA850 act: 0.4; ssDAF12 agonist: -1.4; hcDAF12 agonist: -0.2

What do the screens show for `Cc1ccc(CN2C(=O)CCC2(C)c2nnnn2-c2c(C)cccc2C)cc1` (stereo not drawn)?
hgDAF-12 ag: -4.2; SMARCA2 act: 3; PLCb3 inh: 0; DAX1 inh-2: -0.4; sPLA2-III inh: 3; Rev-erbA mod: -5; PG9 Ab binder: 1.1; ssDAF12 agonist: -1.4; hcDAF12 agonist: -0.9

How did Cc1cccc(N2CCCn3c2nc2c3c(=O)n(CCN3CCOCC3)c(=O)n2C)c1 do in these assays?
hgDAF-12 ag: 2.1; DAX1 inh-1: 1.2; SMARCA2 act: -1; PLCb3 inh: 6; DAX1 inh-2: -0.8; sPLA2-III inh: -3; Rev-erbA mod: 5; PG9 Ab binder: 1.0; FXN GAA850 act: -1.5; ssDAF12 agonist: -1.2; hcDAF12 agonist: -2.5

Of the compounds above, 2 have a furan ring, fused or not:
How did CCOC(=O)CSc1nc2c(c(-c3ccc(C)o3)c1C#N)CCCC2 do in these assays?
hgDAF-12 ag: 0.4; DAX1 inh-1: -0.8; SMARCA2 act: 0; PLCb3 inh: -33; DAX1 inh-2: -0.1; sPLA2-III inh: -13; Rev-erbA mod: 2; PG9 Ab binder: 0.5; FXN GAA850 act: 5.3; ssDAF12 agonist: -1.2; hcDAF12 agonist: -2.3

Results for CCn1c(N)c(C(=O)NCc2ccco2)sc1=S ?
hgDAF-12 ag: 0.1; DAX1 inh-1: 0.0; SMARCA2 act: -1; PLCb3 inh: 4; DAX1 inh-2: -0.1; sPLA2-III inh: 8; Rev-erbA mod: -6; PG9 Ab binder: -1.4; FXN GAA850 act: 0.3; ssDAF12 agonist: -1.6; hcDAF12 agonist: -2.7
